influenza NS1A – H1N1 influenza NS1A inhibitors, functional cell based assay (AID 504329); NS1A functional cell-based assay, percent inhibition; higher % means a stronger effect; inhibition, % at 12.5 µM; hits with a dose series show IC50 in µM; 340,000 tested, 0.3% active; in the data active = a potency from the dose series; inconclusive = inhibition above about 27% without an active follow-up result; note: strong numbers were not always called active
VEEV TC-83 Vero – inhibitors of VEEV TC-83 cytopathic effect, confirmation, Vero cells (AID 588727); 350,000 tested, 0.13% active; Vero cells, VEEV TC-83 cytopathic effect inhibition; higher % means a stronger effect; inhibition, % at 20 µM; hits with a dose series show IC50 in µM; in the data active = a potency from the dose series; inconclusive = inhibition mostly from about 14% at the one dose, without a potency; inactive = the rest, 99 in 100 with inhibition below about 12%; note: strong numbers were not always called active
H37Rv inhibition – M. tuberculosis growth inhibition, HTS (AID 449762); M. tuberculosis H37Rv growth inhibition, 7H9 media; higher % means a stronger effect; inhibition, % at 25 µM; hits with a dose series show IC50 in µM; 330,000 tested, 0.59% active; in the data active = a potency from the dose series; inconclusive = inhibition above about 70% without an active follow-up result;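 note: bacterial growth assessed after seven days of incubation; strong numbers were not always called active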
tuberculosis growth – growth inhibition of non-replicating M. tuberculosis (AID 488890); inhibition, % at 25 µM; hits with a dose series show IC50 in µM; Mycobacterium tuberculosis non-replicating, growth inhibition; higher % means a stronger effect; 320,000 tested, 0.39% active; in the data active = a potency from the dose series; inconclusive = inhibition mostly from about 82% at the one dose, without a potency; inactive = the rest, 99 in 100 with inhibition below about 76%;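 note: plate controls were DMSO cells for no effect and high antibiotic wells for full effect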
PhoP GFP inhibition – PhoP regulon inhibitors, Salmonella typhi PhoP promoter GFP reporter, confirmatory (AID 1850). Salmonella Typhi PhoP-promoter GFP reporter, fluorescence, 4 h; higher % means a stronger effect. one-dose inhibition, % at 50 µM; IC50 in µM for titrated hits. 310,000 tested, 0.33% active; in the data active = a potency from the dose series; inconclusive = inhibition mostly from about 25% at the one dose, without a potency; inactive = the rest, 99 in 100 with inhibition below about 19%;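 note: 0% = induced wells with vehicle and 100% = uninduced wells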
The depositor's hits bear a star; i = inactive; u = inconclusive; x = no result given.

SMILES | influenza NS1A | VEEV TC-83 Vero | H37Rv inhibition | tuberculosis growth | PhoP GFP inhibition
O=C(CCc1nnc2ccc(NCc3ccccc3Cl)nn12)NCC1CCN(C2CCCC2)C1 (stereo not given) | 7% | i | 28% | 54% | -11%
CN1CCN(S(=O)(=O)c2csc(C(N)=O)c2)CC1 | 11% | i | 1% | -5% | 5%
CCOC(=O)C1CCCN(C(=O)CSc2nnc3nc(C)cc(C)n23)C1 (stereo not given) | 5% | 0.9% | -6% | 3% | x
Cc1nn(-c2ccccc2)c(C)c1NC(=O)COc1ccc(Br)cc1Cl | -10% | 8.7% | 0% | 3% | -5%
Cc1cccc(C)c1NC(=S)N(CCc1ccncc1)C(C)C | 11% | 0.1% | -2% | 0% | 0%
COc1ccc([N+](=O)[O-])cc1NC(=O)COC(=O)C=C(C)C | -2% | 0.4% | -4% | -3% | -11%
O=C(CSc1nnc2ccc(-c3cccnc3)nn12)Nc1ccccc1F | -6% | 9.4% | -1% | -7% | 5%
COc1ccc2c(=O)c(-c3ccccc3C)c(C)oc2c1 | -6% | 3.7% | 6% | 51% | 3%
COc1ccc2[nH]c(=O)c(CN(CCO)S(=O)(=O)c3ccc4c(c3)OCCO4)cc2c1 | -5% | 0.3% | 2% | -12% | -1%
CC1CC(=O)N(CC(=O)Nc2ccc(F)cc2)c2ccccc2S1(=O)=O (stereo not given) | -6% | i | -9% | -6% | -9%
Cc1ccc(-c2c(C)sc3ncn(CC(=O)N4CCOCC4)c(=O)c23)cc1C | -9% | 0.7% | -1% | -1% | 2%
CC(C)OC(=O)CSc1nnc(-c2ccc(C(C)(C)C)cc2)n1N | 10% | 3.4% | u | u | -8%
Cc1c(Br)cc(C(=O)NCc2ccco2)c(C)c1C | 4% | 2.0% | 0% | 4% | -3%
CCN(CC)CCC(=O)c1ccc(F)cc1 | -6% | 3.9% | u | u | 0%
Cn1c(CCN2CCN(c3ccc(F)cc3)CC2)nc2cc(NC(=O)c3ccco3)ccc21 | 1% | 4.1% | -4% | u | 13%
Cc1ccc(N2C(=O)c3ccccc3C2Nc2ccc(S(=O)(=O)N3CCCCC3)cc2)nc1 (stereo not given) | 5% | 6.6% | -5% | 42% | 8%
CCC(=O)OCc1c(C(F)(F)F)nn(C)c1Sc1ccc(F)cc1 | -15% | i | 1% | -8% | -3%
c1ccc(N2CCN(c3ncnc4scc(-c5cccs5)c34)CC2)cc1 | -15% | i | 24% | 1% | -3%
CCOc1ccc(-c2cc(C(=O)NCCCN3CCCC3)c3ccccc3n2)cc1 | 1% | 1.1% | 10% | 21% | -2%
CCc1ccc(OCC(O)CN2CCC(CN3C(=O)c4cccc5cccc(c45)C3=O)CC2)cc1 (stereo not given) | 10% | 0.9% | u | u | -1%
C=CCNC(=S)/C(=C(/[O-])c1ccc([N+](=O)[O-])cc1)[n+]1ccccc1 | -7% | 8.5% | 39% | -6% | -3%
O=S(=O)(c1ccc(SCc2ccccc2)nc1)N1CCCCC1 | 5% | 1.7% | 4% | 7% | x
O=C(NCCCN1CCOCC1)c1cc2c(s1)CCCC2 | 4% | i | -6% | 1% | -6%
N/C(=N\OC(=O)CCCN1C(=O)c2ccccc2C1=O)c1ccccn1 | -4% | 1.2% | -3% | -5% | 2%
Cc1ccc(C(=O)Oc2ccc(C(=S)N3CCOCC3)cc2)cc1 | 6% | 1.4% | 9% | 28% | 0%

21 consecutive entries already listed, for reference:
SMILES | influenza NS1A | VEEV TC-83 Vero | H37Rv inhibition | tuberculosis growth | PhoP GFP inhibition
O=C(CCc1nnc2ccc(NCc3ccccc3Cl)nn12)NCC1CCN(C2CCCC2)C1 (stereo not given) | 7% | i | 28% | 54% | -11%
CN1CCN(S(=O)(=O)c2csc(C(N)=O)c2)CC1 | 11% | i | 1% | -5% | 5%
CCOC(=O)C1CCCN(C(=O)CSc2nnc3nc(C)cc(C)n23)C1 (stereo not given) | 5% | 0.9% | -6% | 3% | x
Cc1nn(-c2ccccc2)c(C)c1NC(=O)COc1ccc(Br)cc1Cl | -10% | 8.7% | 0% | 3% | -5%
Cc1cccc(C)c1NC(=S)N(CCc1ccncc1)C(C)C | 11% | 0.1% | -2% | 0% | 0%
COc1ccc([N+](=O)[O-])cc1NC(=O)COC(=O)C=C(C)C | -2% | 0.4% | -4% | -3% | -11%
O=C(CSc1nnc2ccc(-c3cccnc3)nn12)Nc1ccccc1F | -6% | 9.4% | -1% | -7% | 5%
COc1ccc2c(=O)c(-c3ccccc3C)c(C)oc2c1 | -6% | 3.7% | 6% | 51% | 3%
COc1ccc2[nH]c(=O)c(CN(CCO)S(=O)(=O)c3ccc4c(c3)OCCO4)cc2c1 | -5% | 0.3% | 2% | -12% | -1%
CC1CC(=O)N(CC(=O)Nc2ccc(F)cc2)c2ccccc2S1(=O)=O (stereo not given) | -6% | i | -9% | -6% | -9%
Cc1ccc(-c2c(C)sc3ncn(CC(=O)N4CCOCC4)c(=O)c23)cc1C | -9% | 0.7% | -1% | -1% | 2%
CC(C)OC(=O)CSc1nnc(-c2ccc(C(C)(C)C)cc2)n1N | 10% | 3.4% | u | u | -8%
Cc1c(Br)cc(C(=O)NCc2ccco2)c(C)c1C | 4% | 2.0% | 0% | 4% | -3%
CCN(CC)CCC(=O)c1ccc(F)cc1 | -6% | 3.9% | u | u | 0%
Cn1c(CCN2CCN(c3ccc(F)cc3)CC2)nc2cc(NC(=O)c3ccco3)ccc21 | 1% | 4.1% | -4% | u | 13%
Cc1ccc(N2C(=O)c3ccccc3C2Nc2ccc(S(=O)(=O)N3CCCCC3)cc2)nc1 (stereo not given) | 5% | 6.6% | -5% | 42% | 8%
CCC(=O)OCc1c(C(F)(F)F)nn(C)c1Sc1ccc(F)cc1 | -15% | i | 1% | -8% | -3%
c1ccc(N2CCN(c3ncnc4scc(-c5cccs5)c34)CC2)cc1 | -15% | i | 24% | 1% | -3%
CCOc1ccc(-c2cc(C(=O)NCCCN3CCCC3)c3ccccc3n2)cc1 | 1% | 1.1% | 10% | 21% | -2%
CCc1ccc(OCC(O)CN2CCC(CN3C(=O)c4cccc5cccc(c45)C3=O)CC2)cc1 (stereo not given) | 10% | 0.9% | u | u | -1%
C=CCNC(=S)/C(=C(/[O-])c1ccc([N+](=O)[O-])cc1)[n+]1ccccc1 | -7% | 8.5% | 39% | -6% | -3%

Carrying on.
SMILES | influenza NS1A | VEEV TC-83 Vero | H37Rv inhibition | tuberculosis growth | PhoP GFP inhibition
Cc1ccc(-c2cc(C(=O)NNC(=O)c3csc(N4CCOCC4)n3)c3ccccc3n2)cc1 | -6% | 7.2% | u | 11% | x
COC(=O)/C(=C\Nc1cccc(Cl)c1C)c1ncc(C(F)(F)F)cc1Cl | 0% | 1.1% | -1% | 6% | 5%
Cc1nc(SCC(=O)NCc2cccs2)nc(C)c1C | 0% | 2.2% | 1% | -3% | 12%
NC(CSC(c1ccccc1)(c1ccccc1)c1ccccc1)C(=O)O (stereo not given) | -17% | 6.9% | x | x | x
O=C(COc1ccc(F)cc1)Nc1nc2c(s1)CCCC2 | -5% | 1.4% | -2% | 42% | -4%
COc1ccc(-c2c(C#N)c(SCc3c(C)noc3C)nc3c2C(=O)CC(C)(C)C3)cc1 | -5% | i | 0% | -1% | -6%
COc1ccc(C(=O)CC(=O)c2ccc(F)cc2)cc1 | x | 6.1% | u | u | -2%
CCOC(=O)c1nnsc1Nc1ccc(C)c(C)c1 | -15% | 1.6% | 0% | 50% | 7%
O=C(CCc1ccccc1)Nc1ccc(S(=O)(=O)N2CCOCC2)cc1 | -5% | 0.3% | 3% | -5% | 6%
CCc1cccc(C)c1NC(=O)CN1C(=O)c2ccccc2S1(=O)=O | -1% | 0.1% | -22% | -3% | -6%
CN1/C(=C/C(=O)c2nc(S(C)(=O)=O)ncc2Cl)C(C)(C)c2ccccc21 | 13% | 10% | 3.2µM* | u | 13%
COC(=O)CSc1nc2[nH]ncc2c(=O)[nH]1 | 7% | 0.0% | -10% | -4% | 1%
CCOC(=O)C1=C(C)OC(N)=C(C#N)C1c1cc(SCC)oc1C (stereo not given) | -7% | 0.7% | 10% | -14% | -41%
O=[N+]([O-])c1ccc(F)cc1OCc1nc(-c2cccs2)no1 | 10% | 6.6% | x | x | x
O=C(O)c1ccccc1N(c1ccccc1)c1ccccc1 | x | 1.9% | 7% | 30% | -3%
CN(Cc1ccc(F)cc1)C(=O)c1cc(S(=O)(=O)N2CCCCC2)ccc1N1CCOCC1 | -2% | 1.3% | x | x | x
CN(CC(=O)Nc1ccccc1Cl)C1CCCCC1 | -10% | i | 5% | 67% | -7%
S=C1NC2=C(CCCC2)C2(CCCCC2)N1 | 4% | i | -2% | 27% | 0%
COc1ccc(CNCc2ccncc2)cc1OC | -7% | 2.2% | -18% | -21% | -5%
CCc1ccc([C@@H]2CC=C(C(=O)O)[C@H](c3ccc(C(C)(C)C)cc3)N2S(=O)(=O)c2ccc(C)cc2)cc1 | -23% | 0.6% | 5% | 77% | x
CCOc1cc(C)ccc1OCc1nnc(SCC(=O)Nc2cccc(C(=O)O)c2)n1-c1ccccc1 | -11% | 0.2% | -1% | 3% | -4%
O=C(c1cccc(S(=O)(=O)N2CCOCC2)c1)N1CCC(Cc2ccccc2)CC1 | 6% | i | -1% | 8% | x
CCOC(=O)C1CCCC(NS(=O)(=O)c2ccc(NC(C)=O)cc2)C1 (stereo not given) | 2% | i | -2% | 8% | 7%
C/C(=N\Nc1cc(Cl)nc(C)n1)c1ccc(Cl)c(Cl)c1 | 6% | 1.3% | 10% | 10% | -2%
CC(=O)c1sc2c(c1N)c(=O)[nH]c(=O)n2-c1ccccc1 | 2% | i | 1% | -1% | 5%

Single records (already shown).
COC(=O)CSc1nc2[nH]ncc2c(=O)[nH]1 as listed: influenza NS1A: 7%; VEEV TC-83 Vero: 0.0%; H37Rv inhibition: -10%; tuberculosis growth: -4%; PhoP GFP inhibition: 1%
COc1ccc(C(=O)CC(=O)c2ccc(F)cc2)cc1 as listed: influenza NS1A: x; VEEV TC-83 Vero: 6.1%; H37Rv inhibition: u; tuberculosis growth: u; PhoP GFP inhibition: -2%

Later entries.
SMILES | influenza NS1A | VEEV TC-83 Vero | H37Rv inhibition | tuberculosis growth | PhoP GFP inhibition
Cc1cc(Cl)ccc1NC(=S)NCc1ccc(Cl)cc1 | -6% | 4.0% | -8% | 20% | -5%
O=C(Cc1ccc(NS(=O)(=O)c2ccc(Cl)c(Cl)c2)cc1)NCCN1CCOCC1 | -3% | 5.6% | x | x | x
COc1ccccc1C1SCCN1S(=O)(=O)c1cccc(C(F)(F)F)c1 (stereo not given) | -6% | 4.7% | 8% | 10% | 14%
CCN(CC(=O)Nc1ccc(NC(C)=O)cc1)C(=O)c1ccc(COc2ccc(C(C)(C)C)cc2)cc1 | -4% | 2.1% | x | x | x
CC(Sc1nnnn1-c1ccccc1)C(=O)NC1CCCC1 (stereo not given) | -5% | 6.9% | -1% | 21% | x
COc1ccc(N(CCCN2C(=O)c3cccc4cccc(c34)C2=O)C(=O)c2cccs2)cc1 | 1% | 3.2% | 3% | 10% | -5%
Cc1cccc(Cn2c(NCC(C)O)nc3c2c(=O)n(C)c(=O)n3C)c1 (stereo not given) | -3% | 1.0% | 8% | -4% | 1%
Cc1cc(-c2ccccc2)n2ncc(-c3ccccc3)c2n1 | -7% | 9.6% | 7% | 53% | 2%
CCN(C(=O)CSc1nc2scc(-c3ccccc3)c2c(=O)n1C)C1CCS(=O)(=O)C1 (stereo not given) | -2% | 0.4% | -7% | 22% | x
Cc1ccc(C)c(-c2cc(C(=O)NNC(=S)NCC(C)C)c3ccccc3n2)c1 | 3% | 1.9% | 12% | 6% | -9%
Cc1ccc(S(=O)(=O)n2cc(-c3ccccc3)c(N)n2)cc1 | 3% | i | 12% | 19% | 6%
CC(C)[C@H](N)c1cn([C@@H](CC(N)=O)C(=O)N2CCNCC2)nn1 | -3% | 0.5% | 4% | 7% | -9%
O=C(Nc1cccc(S(=O)(=O)N2CCOCC2)c1)C1COc2ccccc2O1 (stereo not given) | -9% | 8.6% | x | x | x
CCOc1ccc(C(=O)NCC(=O)NNC(=O)c2ccco2)cc1OCC | 5% | 1.8% | 1% | 6% | x
COc1cccc(-n2c(SCC(=O)N3CCCCC3)nc3c([nH]c4ccccc43)c2=O)c1 | 4% | i | -1% | x | -6%
COc1cc(C(=O)NCc2ccccc2)cc(Br)c1OC | -13% | 1.4% | 9% | -2% | 1%
CCC(C)c1c(N)n(S(=O)(=O)c2ccc(C)cc2)oc1=O (stereo not given) | -12% | 1.1% | x | x | x
C/C(=N/NC(=O)CNC(=O)c1ccncc1)c1ccco1 | x | 2.2% | 0% | -9% | 0%
COC(=O)c1c(C(=O)OC)c2n(c1C)Cc1ccccc1C2 | 6% | 2.5% | -4% | -8% | -2%
CCN1CSC(=S)N(Cc2ccc(OC)cc2)C1 | -2% | 29% | u | i | 13%
CC(C)[N+]1=C2C=CC=CC=C2SC12C([N+](=O)[O-])=CC(=[N+]([O-])[O-])C=C2[N+](=O)[O-] (stereo not given) | 20% | 71% | -2% | 5% | -6%
